# P. falciparum M1AAP = malaria alanyl aminopeptidase activity blockers – biochemical, fluorogenic H-Leu-NHMec substrate, 1536-well (AID 1445); recombinant M1AAP, H-Leu-NHMec fluorogenic kinetic assay; higher % means a stronger effect; inhibition, % at 30 µM, or IC50 in µM where a hit was titrated; 0.42% of 220,000 active;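 active means primary inhibition above the hit cutoff, then over 50% inhibition at one or more dose response concentrations, cut at about 23% in these data, passing the limit was not always enough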;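 further: plate controls were DMSO full reaction for no effect and no enzyme background for full effect; strong numbers were not always called active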
# Dynein transport = dynein cargo transport inhibition. z-score, hits read low. 3617.4 mouse cells, GR-EGFP nuclear translocation imaging; test concentration mostly 20 µM; stimulated with dexamethasone, 1 µM; active compounds read low. 0.47% of 220,000 active;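 active means plate z-score of nuclear minus cytoplasmic receptor signal below a set negative limit, without overly bright fluorescence or cell loss, cut at about -3.5 in these data, passing the limit was not always enough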;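 further: z-score of nuclear minus cytoplasmic ring GR-EGFP intensity difference per well; some compounds called inactive have numbers as strong as hits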
#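 Also added – dexamethasone, 1.0 µM final · Buffer or medium – tet-free, stripped-serum medium · Schedule – induction 48 h, compound 1 h, agonist 30 min · Detection – formaldehyde fixation, Hoechst nuclear stain, 10x automated fluorescence imaging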
# KOR beta-arrestin-1 = KOR agonists, beta-arrestin recruitment, primary screen, cell-based, luminescence, uHTS (AID 1777); KOR beta-arrestin recruitment, luminescence; higher % means a stronger effect; activation, % at 10 µM, or EC50 in µM where a hit was titrated; 0.02% of 280,000 active; in the data active means activation above about 50%, passing the limit was not always enough; further: a part of the inactive calls stands beside numbers as strong as those of hits
# P. falciparum M17LAP = P. falciparum M17LAP inhibitors, primary screen, biochemical, fluorogenic H-Leu-NHMec substrate, 1536-well (AID 1619). recombinant M17LAP, H-Leu-NHMec fluorogenic kinetic assay; higher % means a stronger effect. inhibition, % at 30 µM; hits with a dose series show IC50 in µM. 0.38% of 220,000 active;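 active means compound inhibiting the enzyme by more than half at any dose during confirmatory dose-response retesting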;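 further: plate controls were full reaction with DMSO carrier for no effect and no enzyme background for full effect; strong numbers were not always called active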
# HEK293 NOD2/NF-kB = inhibition of NOD2-driven NF-kB reporter – cell-based, luminescence, uHTS, HEK293 (AID 1566); 0.63% of 290,000 active; inhibition, % at 4 µM; hits with a dose series show EC50 in µM; HEK293 NOD2/NF-kB luciferase reporter, luminescence; higher % means a stronger effect; further: many of its hits are not listed in these tables
# AID2073 = disruptors of CaV2.2 binding to Mint1 – biochemical, HTRF (AID 2073); HTRF protein-protein interaction, Mint1-CaV2.2; higher % means a stronger effect; inhibition, % at 20 µM; hits with a dose series show IC50 in µM; 0.19% of 290,000 active; in the data active means inhibition mostly above about 51%, no sharp cut-off; further: some results filed as inactive read as strong as hits
# NOD1 NF-kB reporter = NOD1 signaling inhibitors, primary screen, cell-based, luminescence, uHTS (AID 1578) | NOD1-driven NF-kB luciferase reporter cells, luminescence; higher % means a stronger effect | inhibition, % at 4 µM, or EC50 in µM where a hit was titrated | 1% of 290,000 active; in the data active means inhibition mostly above about 36%, no sharp cut-off; inactive means mostly below about 34%;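 further: HEK-293T reporter cells stimulated with the NOD1 agonist gamma-tri-DAP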
# GPR55 activation = GPR55 agonists via beta-arrestin recruitment, primary screen, imaging, U2OS cells, beta-arrestin-GFP redistribution (AID 1961); activation, % at 10 µM; hits with a dose series show EC50 in µM; 0.048% of 290,000 active; U2OS GPR55 beta-arrestin-GFP redistribution imaging; higher % means a stronger effect;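 active means activation above 40% with more than 50 cells counted in the well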;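 further: U2OS osteosarcoma cells stably expressing GPR55 and beta-arrestin-GFP; plate controls were DMSO negative control for no effect and LPI positive control for full effect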
# KOR beta-arrestin-2 = KOR antagonists, beta-arrestin recruitment, cell-based, luminescence, uHTS (AID 1778). 0.091% of 290,000 active. one-dose inhibition, % at 10 µM; IC50 in µM for titrated hits. KOR beta-arrestin recruitment, luminescence, antagonist mode; higher % means a stronger effect; further: strong numbers were not always called active
# Dynein transport cytoplasmic EGFP = second read-out of Dynein transport, no call of its own (marks repeat the call); z-score; measured here: cytoplasmic GR-EGFP intensity; active compounds read high
# Dynein transport nuclear GR-EGFP = recorded beside Dynein transport, whose call it bears; z-score; measured here: nuclear GR-EGFP intensity;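 lower value marks the stronger effect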
# Dynein transport cell count = recorded beside Dynein transport, whose call it bears; z-score; measured here: cell count per field
# An asterisk follows results filed as active; x = no result given; [ ] = another dose, or the depositor's remark. Unless noted, no stated cut-off is given here; in the data, active means inhibition above about 50%; inactive means the rest.
# Codes – A = P. falciparum M1AAP; B = Dynein transport; C = Dynein transport cytoplasmic EGFP; D = Dynein transport nuclear GR-EGFP; E = Dynein transport cell count; F = KOR beta-arrestin-1; G = P. falciparum M17LAP; H = HEK293 NOD2/NF-kB; I = AID2073; J = NOD1 NF-kB reporter; K = GPR55 activation; L = KOR beta-arrestin-2
> CCc1cc(=O)oc2cc(OCC(=O)NCCCn3ccnc3)c(Cl)cc12
  A = x; B = x; C = x; D = x; E = x; F = -2.1%; G = x; H = 0.5%; I = -2.7%; J = -10.2%; K = -0.1%; L = -37.0%

> CCNC(=O)NC(=O)C(C)OC(=O)CNS(=O)(=O)c1c(Cl)cc(Br)cc1Cl (centres undefined)
  A = -0.6%; B = -1.09; C = -0.252; D = -0.676; E = 1.06; F = 2.0%; G = -16.7%; H = 9.7%; I = -7.0%; J = -45.0%; K = 0.7%; L = -27.3%

> Cc1cc(NN)nc(NS(=O)(=O)c2ccccc2)n1
  A = x; B = 0.249; C = -0.283; D = 0.593; E = -0.0334; F = -2.5%; G = x; H = 5.8%; I = -3.5%; J = -6.5%; K = 0.2%; L = 11.6%[20 µM]

> Cc1cccc(OCC(=O)N/N=C/c2cccn2C)c1
  A = 3.4%; B = -0.895; C = -0.259; D = 0.178; E = 0.649; F = 2.2%; G = 6.6%; H = 18.3%; I = 18.5%; J = -7.8%; K = 0.3%; L = -14.0%

> COC(=O)C1=C(C)Nc2ncnn2C1c1ccc(C)o1 (centres undefined)
  A = -0.5%; B = 0.3; C = -0.22; D = 0.507; E = -0.177; F = -5.0%; G = -3.8%; H = 9.9%; I = -2.5%; J = -12.5%; K = -0.1%; L = -5.7%

> COc1ccc(O)c(C=Nc2cc(NC(C)=O)c(Cl)cc2Cl)c1
  A = -2.2%; B = -0.0699; C = -0.225; D = 0.0383; E = 0.458; F = -0.1%; G = -0.8%; H = 4.0%; I = -2.9%; J = -14.7%; K = -0.2%; L = 27.8%

> CCOC(=O)Cc1csc(NC(=S)NC(=O)C(C)(C)C)n1
  A = 7.8%; B = 0.419; C = -0.179; D = 0.287; E = 0.296; F = -1.6%; G = 10.2%; H = 13.6%; I = -0.4%; J = -12.7%; K = 1.2%; L = 22.2%

> CN1CCN(C(=O)c2cc3c(C(F)(F)F)nn(C)c3s2)CC1
  A = 9.2%; B = 1.2; C = -0.178; D = 0.83; E = -0.336; F = 0.6%; G = 1.8%; H = -7.8%; I = 7.6%; J = -26.3%; K = -0.3%; L = -32.3%

> Cc1cccc(Cn2ccc(N)n2)c1
  A = -5.2%; B = -0.514; C = -0.21; D = -0.634; E = 0.931; F = -3.1%; G = -22.2%; H = 2.7%; I = -1.7%; J = -29.2%; K = -0.4%; L = 20.8%

> O=C(Cc1ccsc1)NCC(c1ccco1)N1CCCCC1 (centres undefined)
  A = 6.1%; B = -0.488; C = -0.239; D = -0.0121; E = 1.41; F = -2.4%; G = 8.2%; H = 22.1%; I = 5.2%; J = 29.4%; K = -0.2%; L = 11.9%

> Cn1c(=O)[nH]c(=O)c2c1nc(N1CCCCCC1)n2Cc1cccc2ccccc12
  A = 10.8%; B = -1.07; C = -0.0628; D = -0.475; E = 0.647; F = x; G = -9.0%; H = 3.5%; I = -0.3%; J = -60.8%; K = -1.0%; L = -20.2%

> CCOC(=O)Cc1csc(N/N=C\c2cccc(Br)c2)n1
  A = 2.2%; B = -0.317; C = -0.183; D = -0.249; E = 0.307; F = 4.9%; G = 4.5%; H = 5.0%; I = 1.5%; J = 26.9%; K = -2.1%; L = -27.5%

> Cc1ccc(NCc2nnc(SCC(=O)Nc3cc(C)on3)n2C)cc1
  A = 6.2%; B = -0.576; C = -0.253; D = -0.261; E = 0.521; F = -4.3%; G = -19.7%; H = 1.4%; I = -2.2%; J = 6.7%; K = 0.4%; L = 13.7%

> C/C(=N/NC(=O)CN1CCN(Cc2ccccc2Cl)CC1)c1ccco1
  A = 0.5%; B = -0.531; C = -0.252; D = 0.316; E = -0.508; F = 0.3%; G = 3.0%; H = -1.4%; I = 9.6%; J = -7.1%; K = 0.2%; L = -2.8%

> Cc1ccc(Nc2nc(COC(=O)C3CC3)cs2)cc1
  A = 9.0%; B = 1.51; C = -0.249; D = 1.48; E = -1.33; F = -5.3%; G = -1.4%; H = -48.9%; I = 8.8%; J = -15.6%; K = -0.1%; L = -16.6%[20 µM]

> COc1ccccc1C1CC(c2ccc(Cl)cc2Cl)Nc2nc(N)nn21 (centres undefined)
  A = 6.2%; B = -0.619; C = -0.285; D = -0.314; E = 0.494; F = -0.6%; G = -6.5%; H = -13.1%; I = 2.1%; J = 3.8%; K = 0.3%; L = 38.0%

> O=C(c1c(F)cccc1F)N1CCCC(c2nc(-c3ccc(F)cc3)no2)C1 (centres undefined)
  A = x; B = x; C = x; D = x; E = x; F = -2.1%; G = x; H = 8.1%; I = 3.5%; J = -26.1%; K = -0.1%; L = 8.7%[20 µM]

> COC(=O)c1cc(S(=O)(=O)NCc2ccc(Br)cc2)c[nH]1
  A = x; B = x; C = x; D = x; E = x; F = 1.2%; G = x; H = 20.9%; I = 9.7%; J = 18.4%; K = -0.1%; L = -10.4%

> COc1ccccc1NC(=O)CN1CCN(c2ccccc2OC)CC1
  A = 1.1%; B = 0.53; C = 0.0243; D = 0.486; E = -0.342; F = -2.8%; G = -7.7%; H = 31.8%; I = -1.7%; J = -22.3%; K = 0.0%; L = -8.0%

> COC(C[C@H]1O[C@@H]1[C@@H](O)COCc1ccccc1)OC
  A = 3.3%; B = -0.83; C = -0.828; D = -0.38; E = 1.1; F = -0.2%; G = -1.6%; H = -4.6%; I = -9.7%; J = -2.3%; K = -0.1%; L = 10.5%

> COc1ccc(C(C(=O)NC2CCCC2)N2CCc3ccccc32)cc1 (centres undefined)
  A = 2.5%; B = 1.26; C = -0.118; D = 0.956; E = -0.735; F = 0.2%; G = 4.9%; H = 6.3%; I = 1.0%; J = -7.4%; K = -0.2%; L = 12.3%

> O=C(c1cc(C2CC2)on1)N1CCCC(N2CCN(c3ccc(F)cc3)CC2)C1 (centres undefined)
  A = x; B = x; C = x; D = x; E = x; F = -3.9%; G = x; H = -17.5%; I = 4.0%; J = -22.8%; K = 0.3%; L = 13.3%

> CC1(C)Cc2c(sc3nc(SCC(=O)NCc4ccco4)n(-c4ccccc4)c(=O)c23)CS1
  A = 4.9%; B = 1.45; C = -0.221; D = 0.725; E = 0.0921; F = -4.5%; G = 4.8%; H = 25.5%; I = 27.9%; J = 11.7%; K = 0.0%; L = -19.4%

> CC(C)C[C@@H](NC(=O)C1CCC(CNC(=O)[C@@H]2CCCN2C(=O)OC(C)(C)C)CC1)C(=O)O (some centres undefined)
  A = x; B = x; C = x; D = x; E = x; F = 5.2%; G = x; H = 3.3%; I = 21.8%; J = 4.4%; K = 1.6%; L = 5.4%

> Cc1cccc(OCc2ccc(C(=O)N3CCOCC3)o2)c1
  A = x; B = x; C = x; D = x; E = x; F = 5.4%; G = x; H = -3.4%; I = 4.3%; J = 27.5%; K = 0.3%; L = -48.7%

> CC(C)=N/N=C(\c1cccc([N+](=O)[O-])c1)C12CN3CN(CN(C3)C1)C2
  A = 4.3%; B = -0.549; C = -0.29; D = -0.733; E = 0.834; F = 4.4%; G = -4.8%; H = 5.1%; I = -0.2%; J = -19.2%; K = -0.1%; L = -14.8%

> Cc1ccsc1/C=N/n1c(-c2ccco2)n[nH]c1=S
  A = 8.2%; B = 0.594; C = -0.174; D = 0.119; E = -0.374; F = -3.3%; G = 9.6%; H = 18.9%; I = -30.1%; J = -2.0%; K = 0.0%; L = -4.7%

> COc1cccc(C(C[N+](=O)[O-])c2c(C)[nH]n(-c3ccccc3)c2=O)c1 (centres undefined)
  A = x; B = x; C = x; D = x; E = x; F = 3.6%; G = x; H = -24.7%; I = 41.2%; J = -22.2%; K = 14.9%; L = -120.7%

> COC(=O)C1CCCN1C(=O)C1CCCN1C(=O)CNC(=O)OCc1ccccc1 (centres undefined)
  A = 2.6%; B = -0.566; C = -0.215; D = 0.0501; E = 0.748; F = -3.1%; G = 12.1%; H = -8.5%; I = 22.4%; J = -18.5%; K = -0.4%; L = 34.8%

> CN(Cc1cccs1)C(=O)Cn1cnc2cc([N+](=O)[O-])ccc2c1=O
  A = 7.4%; B = -0.0837; C = -0.288; D = -0.09; E = 0.579; F = -4.5%; G = 27.7%; H = 2.5%; I = 7.8%; J = -24.2%; K = -0.6%; L = -19.9%

> Cc1c(-n2cc(C(=O)O)c(=O)c3cc(F)c(N4CCCC4)c(F)c32)c(=O)n(-c2ccccc2)n1C
  A = x; B = x; C = x; D = x; E = x; F = 3.4%; G = x; H = 0.5%; I = 10.3%; J = -22.4%; K = 0.2%; L = -26.8%

> NC(=O)CC(NC(=O)c1ccccc1)c1ccc(NC2CCCC2)c([N+](=O)[O-])c1 (centres undefined)
  A = 8.9%; B = -0.194; C = -0.564; D = 0.0222; E = -0.357; F = -1.9%; G = 9.6%; H = 0.4%; I = 15.9%; J = 9.6%; K = -0.1%; L = -8.3%

> NC(=O)CC(NC(=O)c1cccc(Br)c1)c1ccc(N2CCCCCC2)c([N+](=O)[O-])c1 (centres undefined)
  A = x; B = x; C = x; D = x; E = x; F = -0.9%; G = x; H = 14.3%; I = 4.4%; J = -4.6%; K = -0.2%; L = -35.2%[20 µM]

> CC(C)(C)OC(=O)N/N=C/c1cccc([N+](=O)[O-])c1
  A = 6.2%; B = 0.305; C = -0.248; D = 0.411; E = -0.42; F = 5.5%; G = 19.7%; H = -71.3%; I = 12.7%; J = -5.2%; K = 0.5%; L = -16.0%

> CCOC(=O)C(=N/O)/C(C)=N/NC(=O)C(=O)Nc1cc(Cl)ccc1Cl
  A = 12.1%; B = -1.17; C = -0.273; D = 0.0185; E = 0.317; F = -3.0%; G = 9.2%; H = 26.0%; I = 3.6%; J = 9.7%; K = 0.4%; L = 0.7%

> O=C(NCc1ccc2c(c1)OCO2)c1cccc(C(=O)NCc2ccc3c(c2)OCO3)c1
  A = 7.9%; B = -0.388; C = -0.34; D = -0.279; E = 0.58; F = -3.2%; G = -1.1%; H = -38.8%; I = 8.8%; J = -17.0%; K = -0.2%; L = -1.3%

# Some of the compounds tested; count on the stated rates, not on these rows.
